High-throughput results (PubChem BioAssay)
APOBEC3G inh: blocks human APOBEC3G single-stranded DNA deamination; recombinant A3G, ssDNA deamination FAM/TAMRA fluorescence; inhibition, % at 20 µM; 330,000 compounds, 0.28% hits; AID 493012;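 active = inhibition of at least 40% at 20 µM, with no more than 30% in the related APOBEC3A deaminase screen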;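 also: plate controls were DMSO wells with A3G for no effect and wells lacking A3G enzyme for full effect; some compounds called inactive have numbers as strong as hits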
Gli-Sufu antag: Gli-Sufu pathway antagonism | 340,000 compounds, 0.74% hits | Sufu-KO-LIGHT fibroblasts, Gli luciferase reporter luminescence | inhibition, % at 5 µM;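 active = inhibition above about 55%, limit read from the data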;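 also: 0% = DMSO-treated cells and 100% = wells with medium but no cells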
EBI2 antag: EBI2 (human) antagonism; P32249; AID 651636; 360,000 compounds, 0.81% hits; inhibition, % at 5 µM; EBI2 beta-arrestin recruitment, luminescence, 7a,25-OHC stimulated; in the data active = inhibition above about 38%;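 also: enzyme fragment complementation signal reports receptor beta-arrestin coupling in cells; 0% = agonist plus DMSO wells and 100% = wells without agonist; some results beyond the cut were filed as inactive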
APOBEC3A inh: human APOBEC3A DNA deaminase inhibition; P31941; recombinant A3A, FAM/TAMRA ssDNA deamination fluorescence; inhibition, % at 20 µM; AID 493011; 330,000 compounds, 0.41% hits;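 active = at least 40% inhibition at 20 µM here, with at most 30% in a related deaminase screen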;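 also: plate controls were A3A with DMSO for no effect and wells lacking A3A enzyme for full effect; some results filed as inactive read as strong as hits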
Target sequence (P31941 whole entry, looked up): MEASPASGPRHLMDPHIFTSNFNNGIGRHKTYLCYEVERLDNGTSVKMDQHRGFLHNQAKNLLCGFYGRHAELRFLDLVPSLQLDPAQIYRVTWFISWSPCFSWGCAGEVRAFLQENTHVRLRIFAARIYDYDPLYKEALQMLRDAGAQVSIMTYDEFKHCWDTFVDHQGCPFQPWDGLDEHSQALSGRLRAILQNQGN
CXCR6 block: blocks human CXCR6 beta-arrestin recruitment; O00574; CHO-K1 PathHunter CXCR6 beta-arrestin, luminescence; inhibition, % at 20 µM; 360,000 compounds, 0.36% hits; in the data active = inhibition above about 34%, passing the limit was not always enough;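 also: antagonist mode with CXCL16 agonist at 10 nM final; 0% = 10 nM CXCL16 with DMSO and 100% = unstimulated wells without agonist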
Target sequence (O00574 whole entry, looked up): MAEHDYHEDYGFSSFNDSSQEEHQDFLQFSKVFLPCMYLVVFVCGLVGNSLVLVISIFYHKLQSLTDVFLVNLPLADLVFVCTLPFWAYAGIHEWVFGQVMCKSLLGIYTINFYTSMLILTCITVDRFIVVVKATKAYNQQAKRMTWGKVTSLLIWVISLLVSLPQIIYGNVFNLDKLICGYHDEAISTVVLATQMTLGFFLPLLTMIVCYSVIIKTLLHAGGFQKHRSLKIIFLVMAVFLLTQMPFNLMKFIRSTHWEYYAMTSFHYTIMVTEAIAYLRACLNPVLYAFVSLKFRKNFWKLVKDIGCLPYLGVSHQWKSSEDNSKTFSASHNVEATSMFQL
CCR6 antagonist: CCR6 (human) receptor antagonism. P51684. AID 493098. CHO-K1 CCR6 PathHunter beta-arrestin, luminescence, CCL20-stimulated. 340,000 compounds, 0.49% hits. inhibition, % at 20 µM;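 active = compounds whose inhibition of the agonist-driven luminescence signal at 20 µM reaches about 50%, limit read from the data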;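 also: cells stimulated with CCL20 at 14 nM final; plate controls were DMSO with CCL20 for no effect and DMSO without agonist for full effect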
Target sequence (P51684 whole entry, looked up): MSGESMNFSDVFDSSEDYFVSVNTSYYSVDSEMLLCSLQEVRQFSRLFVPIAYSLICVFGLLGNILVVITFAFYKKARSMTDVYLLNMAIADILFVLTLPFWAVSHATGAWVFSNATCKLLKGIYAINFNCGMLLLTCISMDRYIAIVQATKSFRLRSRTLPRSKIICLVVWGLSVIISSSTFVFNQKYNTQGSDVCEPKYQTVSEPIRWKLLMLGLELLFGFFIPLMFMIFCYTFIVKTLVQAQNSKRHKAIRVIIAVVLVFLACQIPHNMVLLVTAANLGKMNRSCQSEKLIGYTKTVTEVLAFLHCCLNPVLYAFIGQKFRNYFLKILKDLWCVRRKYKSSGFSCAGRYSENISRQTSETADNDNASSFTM
MPTP block: inhibitors of mitochondrial permeability transition pore; inhibition, % at 10 µM; AID 602449; 360,000 compounds, 1.4% hits; isolated mouse mitochondria, Ca2+ swelling absorbance, 30 min;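 active = inhibition of 50% or more, scaled per plate between neutral and stimulator controls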;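 also: 0% = DMSO wells given calcium and 100% = 1 mM EGTA wells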
NR3A LBD binder: modulates the human NR3A ligand-binding domain | NR3A LBD differential scanning fluorimetry, Tm shift; 0% = protein alone, 100% = glycine-bound protein | Tm shift relative to glycine control, % at 25 µM | 340,000 compounds, 2.5% hits | AID 1259313;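 active = melting temperature shift of at least 10% of the positive control shift, at one fixed dose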
Active calls of the source: *; nt = not tested or not shown; & = joins results of further samples.

SMILES	APOBEC3G inh	Gli-Sufu antag	EBI2 antag	APOBEC3A inh	CXCR6 block	CCR6 antagonist	MPTP block	NR3A LBD binder
CC1(C)Cc2cccc(OCC(=O)NCc3cccs3)c2O1	-13	-1	-6	-2	-5	0	-2.2	1
COc1ccccc1C(=O)C1CCCN(C(=O)c2cc(C(C)C)no2)C1 (stereo not given)	-2	-5	3	-5	-2	10	-0.9	-1
CSc1ncccc1C(=O)OCC(=O)NCc1ccccc1	-8	1	-13	-1	0	-5	-0.5	3
CC(C)C1Oc2ccccc2N(CC(=O)N(C)C2CCCCC2)C1=O (stereo not given)	-3	7	-2	-2	3	30	-2.3	3
Cc1ccc(S(=O)(=O)N2CCOCC2)cc1NC(=O)CSc1nnc(NC2CC2)s1	-3	3	-4	1	6	15	-0.8	2
CC(Oc1cc2oc(=O)c3c(c2cc1Cl)CCCC3)C(=O)NCc1cccnc1 (stereo not given)	-4	-6	7	-1	-2	15	0.3	-6
CC1CCCN(CCCNC(=O)c2ccc3c(c2)N(Cc2ccccc2F)C(=O)c2ccccc2S3(=O)=O)C1 (stereo not given)	-8	19	-8	-4	28	37	-0.2	0
O=C(O)C1CCCC[C@H]1C(=O)Nc1ncc([N+](=O)[O-])s1 (stereo not given in full)	-4	-13	-4	1	5	20	-0.6	2
O=S(=O)(NC1=NCCC1)c1ccc(F)cc1F	2	-9	5	3	8	-1	-0.3	0
CC(C)(C)C(=O)NCCCc1nc2ccccc2n1CCCOc1ccc(Cl)cc1	-5	4	8	-1	-16	0	-1.2	-1
O=C(Nc1cccnc1)c1ccc([N+](=O)[O-])s1	5	12	-30	2	-35	-7	-0.1	-3
Cc1nn(-c2ccc(F)cc2)c2c1cc(C#N)c1nc3ccccc3n12	2	-5	-1	6	1	16	0.1	3
COc1ccc(NC(=S)NC2CC3CCC2C3)c(OC)c1 (stereo not given)	-8	nt	-16	-3	6	8	0.5	0
COc1ccc2nc(C)cc(SCC(=O)O)c2c1	-4&-2	-25&-7	4&3	-1&0	2&-4	-13&0	-0.5&-1.2	0&-1
CS(=O)(=O)N1CCN(CC2CC3C=CC2C3)CC1 (stereo not given)	-5	-2	-6	1	-2	0	-0.6	6
CCc1ccc(Nc2ccc(C(N)=O)cc2[N+](=O)[O-])cc1	-4	-1	-4	-2	0	21	19	-6
COc1cc(O)c(C(CC(=O)N2CCCCC2)c2ccc3c(c2)OCO3)c(OC)c1 (stereo not given)	-8	20	7	-1	3	7	-1.3	-2
COc1ccc(NC(=O)COC(=O)C2CC2)cc1S(=O)(=O)N1CCCCC1	-5	-11	4	14	-3	15	0.6	0
CCOc1ccc(/C(O)=C2/C(=O)C(=O)N(c3ncccn3)C2c2ccc(C)cc2)cc1 (stereo not given)	-6	8	4	-5	-6	4	2.2	-1
C=CCOc1ccc(/C=N/NC(=O)C(=O)Nc2ccccn2)cc1OC	-6	-3	-4	-4	-16	-35	15	-24
CCn1c(C(=O)NCc2cccnc2)cc2sc(Cl)cc21	5	9	4	8	2	-4	-3.7	-1
Cc1cc(/C=C2\SC(=O)N(C)C2=O)c(C)n1-c1ccc(S(N)(=O)=O)cc1	16	-4	8	50*	-8	-8	-0.3	-1
CC(=O)Nc1cc(OC(C)=O)c2nonc2c1OC(C)=O	76*	-4	-6	2	8	24	-1.6	-9
CC(Oc1ccc(Cl)cc1C(N)=O)C(=O)N1CCc2ccccc21 (stereo not given)	-7	4	-2	1	7	4	-1.7	-1
CC(C)C(NC(=O)CNC(=O)OC(C)(C)C)C(=O)NCc1ccc(Cl)cc1 (stereo not given)	-5	-3	13	0	-4	14	-0.1	-1
CC1=NN(c2ccc(C)cc2)C(=O)/C1=C\c1ccc(Br)s1	-5	0	38	0	-1	12	11	-4
Cc1nc2ccc(C(=O)N(C)CC3CCCN(CCc4ccc(Cl)cc4)C3)cc2[nH]1 (stereo not given)	-5	18	-3	-1	8	8	-2.6	0
COc1ccc(C2/C(=C(/O)c3ccc4c(c3)CC(C)O4)C(=O)C(=O)N2CCCn2ccnc2)cc1 (stereo not given)	-6	-13	-11	-7	-3	5	-1.5	-3
COc1ccc(OC)c(Nc2nc(-c3ccc(O)c(O)c3)cs2)c1	-5	43	-6	1	7	20	4.8	19*
COc1ccc(S(=O)(=O)N2CCN(C(=S)Nc3ccc(S(N)(=O)=O)cc3)CC2)cc1	2	0	-5	2	3	-2	0.2	-2
CNC(=S)NNc1nc(-c2ccccc2)c2cc(Cl)ccc2n1	-8	5	12	-3	3	12	-1.6	-1
CCn1c(CSc2nc3ccccc3s2)nnc1SCC(=O)OC(C)(C)C	2	-16	7	3	-8	17	0.0	4
CCCn1c(=N)n(CC(O)COc2ccc(C)cc2)c2ccccc21 (stereo not given)	-1	8	3	2	-9	7	0.8	-1
O=C(Nc1nnc(CSCc2ccc(Cl)cc2)s1)c1cccc([N+](=O)[O-])c1	-5	21	-8	0	10	21	31	19*
COc1ccc(N(CC(=O)N2CCc3ccccc32)S(=O)(=O)c2c(C)n[nH]c2C)cc1	-7	-19	-8	-4	8	0	0.8	8
COc1ccc(C(=O)Nc2ccccc2-c2nnn(CC(=O)Nc3ccc4c(c3)OCCO4)n2)cc1	0	-1	16	1	0	11	16	8
COc1ccc(NC(=S)Nc2ccccc2F)c(OC)c1	-4	6	-16	-1	-3	3	0.8	-1
COc1ccc(C(=O)NC(=O)COC(=O)C2COc3ccccc3O2)cc1 (stereo not given)	4	7	0	9	-1	10	-1.0	-1
Cn1c(=O)c2c(nc(Cc3ccccc3)n2C)n(C)c1=O	-7	32	-6	-4	2	6	-0.1	-2
O=[N+]([O-])c1ccc(S(=O)(=O)NN=Cc2ccc3c(c2)OCO3)cc1	nt	3	-12	nt	12	16	-0.6	3
CCN(CC(=O)Nc1ccccc1OC)C(=O)C1CCC1	-4	-7	-1	-2	-3	9	-1.1	2
CC1CCN(CCOc2ccc(OCc3ccccc3)cc2)CC1	-5	-13	-9	-2	-6	8	-1.4	-10
Clc1cccc(Cl)c1/C=N/Nc1c(Cl)cncc1Cl	-6	-16	-2	-4	0	4	-2.3	-18
COc1ccccc1CCn1c(N)cc(=O)[nH]c1=O	0	11	-9	1	8	-2	-0.8	-2
CC(C)c1cccc(C(C)C)c1NC(=O)CN1C(=O)NC2(CCCC2)C1=O	-9	-11	-3	2	-5	5	-0.4	0

Reformatted: entries from further up
Values run as follows: APOBEC3G inh, Gli-Sufu antag, EBI2 antag, APOBEC3A inh, CXCR6 block, CCR6 antagonist, MPTP block, NR3A LBD binder
- CNC(=S)NNc1nc(-c2ccccc2)c2cc(Cl)ccc2n1
  -8, 5, 12, -3, 3, 12, -1.6, -1
- CCn1c(CSc2nc3ccccc3s2)nnc1SCC(=O)OC(C)(C)C
  2, -16, 7, 3, -8, 17, 0.0, 4
- CCCn1c(=N)n(CC(O)COc2ccc(C)cc2)c2ccccc21 (stereo not given)
  -1, 8, 3, 2, -9, 7, 0.8, -1
- O=C(Nc1nnc(CSCc2ccc(Cl)cc2)s1)c1cccc([N+](=O)[O-])c1
  -5, 21, -8, 0, 10, 21, 31, 19*
- COc1ccc(N(CC(=O)N2CCc3ccccc32)S(=O)(=O)c2c(C)n[nH]c2C)cc1
  -7, -19, -8, -4, 8, 0, 0.8, 8

More compounds follow.
SMILES	APOBEC3G inh	Gli-Sufu antag	EBI2 antag	APOBEC3A inh	CXCR6 block	CCR6 antagonist	MPTP block	NR3A LBD binder
Fc1ccc(N=c2ssnc2Cl)c(F)c1	74*	-5	14	-1	4	23	-4.3	4
O=C(Nc1cccnc1)c1ccc(Cl)c(S(=O)(=O)N2CCc3ccccc32)c1	-8	1	-5	12	3	3	1.0	2
Cc1ccc(C)c(SCC(=O)N(C)C2CCS(=O)(=O)C2)c1 (stereo not given)	-8	3	0	-5	1	2	1.0	-4
Cc1onc(-c2ccccc2Cl)c1C(=O)Nc1ccc(-c2cn3cccnc3n2)cc1	-4	6	-5	-1	-9	-24	-0.6	0
COC(=O)C1CC(O)CN1C(=O)NC1CCCCC1 (stereo not given)	-9	1	nt	-5	nt	-10	nt	0
O=C(c1ccc(CS(=O)(=O)c2ccc(Br)cc2)o1)N1CCN(c2ccccn2)CC1	-7	-3	-1	2	2	-12	-0.6	-1
CN(Cc1cccs1)c1ncnc2sccc12	2	11	-3	0	4	-3	57*	0
COc1ccc(C(=O)N/N=C(/C)c2cccc(NC(=O)C(F)(F)F)c2)cc1	-9	-66	-17	2	-4	0	10	10*
Cc1ccc(C2CN(CCC(N)=O)C(=O)CO2)cc1 (stereo not given)	-9	-8	-4	-4	4	1	-0.9	0
CCC(=O)N1CCc2cc(S(=O)(=O)N3CCN(c4ccccc4)CC3)ccc21	-4	4	-5	-2	-10	14	-0.3	-1
CCNC(=O)c1oc2c(c1C)C(=O)CC(C)(C)C2	-8	5	-9	-1	0	-12	-0.5	-3
CN1CCN(C(=O)CCC(=O)c2ccc(F)cc2)CC1	-7	0	-7	-4	4	-7	-0.5	-5
O=C(O)c1ccc(-n2cccc2/C=C2/NC(=O)N(c3ccccc3)C2=O)cc1	80	11	-2	97	-3	11	3.5	-1
Cc1cc(C(=O)CN2CCN(CC(=O)Nc3ccc(F)cc3)CC2)c(C)n1C1CC1	-9	-7	-6	-2	-1	2	0.0	-1
COc1ccccc1OCCCOc1cccc(/C=C2\SC(=O)NC2=O)c1	-2	-12	-5	1	9	7	10	-4
C[C@@H]1C[C@@H]2O[C@H]2/C=C\C=C\C(=O)Cc2c(Cl)c(O)cc(O)c2C(=O)O1	1	8	11	5	4	7	0.5	-4
Cc1c(Cl)cccc1N(CC(=O)NC(C)c1ccccc1)S(C)(=O)=O (stereo not given)	-5	5	5	-5	2	8	2.3	-1
COc1ccc(S(=O)(=O)NCc2cccnc2)cc1	-4	3	-15	-2	2	2	-0.4	-3
Cc1ccc(Nc2nnc(SCc3cc(=O)n4ccsc4n3)s2)c(C)c1	-9	-3	-1	-3	-4	7	-0.8	1
FC(F)(F)c1cccc(Cc2noc(CN3CCCCC3c3ccccn3)n2)c1 (stereo not given)	-1	2	11	1	-5	10	2.1	0
O=c1cc(CO)oc(C(Nc2ccccn2)c2ccccc2Cl)c1O (stereo not given)	-16	-3	-7	-2	2	-2	-2.6	-1

Random excerpt: 3 entries already listed.
SMILES	APOBEC3G inh	Gli-Sufu antag	EBI2 antag	APOBEC3A inh	CXCR6 block	CCR6 antagonist	MPTP block	NR3A LBD binder
C[C@@H]1C[C@@H]2O[C@H]2/C=C\C=C\C(=O)Cc2c(Cl)c(O)cc(O)c2C(=O)O1	1	8	11	5	4	7	0.5	-4
FC(F)(F)c1cccc(Cc2noc(CN3CCCCC3c3ccccn3)n2)c1 (stereo not given)	-1	2	11	1	-5	10	2.1	0
Cc1c(Cl)cccc1N(CC(=O)NC(C)c1ccccc1)S(C)(=O)=O (stereo not given)	-5	5	5	-5	2	8	2.3	-1

Rows are unselected; overall some 5.8% were active at least once.
